RSV antiviral HEp-2 = RSV antiviral activity via CPE protection, HEp-2 cells, primary 10 µM value included (AID 2391); 310,000 tested, 0.13% active; CPE inhibition, % at 10 µM, or IC50 in µM where a hit was titrated; HEp-2 cells, RSV-induced CPE inhibition; higher % means a stronger effect; in the data active = a potency from the dose series; inconclusive = CPE inhibition mostly from about 23% at the one dose, without a potency; inactive = the rest, 99 in 100 with CPE inhibition below about 21%; note: strong numbers were not always called active
Siah-1 displacement = Siah-1 peptide-binding antagonists, primary screen, biochemical, fluorescence polarization, rhodamine-plectin, uHTS (AID 1817); 290,000 tested, 0.02% active; Siah-1 / rhodamine-plectin peptide fluorescence polarization; higher % means a stronger effect; displacement, % at 20 µM, or IC50 in µM where a hit was titrated;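 active = displacement of at least 50% at 20 µM, with a fluorescence ratio check between 0.3 and a set limit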;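 note: plate controls were Siah plus tracer with DMSO for no effect and tracer alone without Siah for full effect; strong numbers were not always called active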
SV40 large T antigen = TAg ATPase/helicase activity blockers – biochemical (AID 1903). inhibition, % at 20 µM, or IC50 in µM where a hit was titrated. SV40 large T antigen ATPase/helicase inhibition assay; higher % means a stronger effect. 310,000 tested, 0.39% active; in the data active = a potency from the dose series; inconclusive = inhibition mostly from about 32% at the one dose, without a potency; inactive = the rest, 99 in 100 with inhibition below about 32%; note: strong numbers were not always called active
NTR1 agonist = NTR1-driven beta-arrestin-GFP spot formation – imaging, U2OS cells, high content, primary screen (AID 493036). P30989. agonist mode. activation, % at 20 µM. 330,000 tested, 0.17% active;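 active = activation at or above 40% of the spot to cytoplasm intensity ratio, with at least 20 cells analyzed; inconclusive = wells under 20 cells, flagged as cytotoxic or low count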;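 note: 0% = DMSO without peptide and 100% = 100 nM NTR1 peptide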
Target sequence (P30989 whole entry, looked up): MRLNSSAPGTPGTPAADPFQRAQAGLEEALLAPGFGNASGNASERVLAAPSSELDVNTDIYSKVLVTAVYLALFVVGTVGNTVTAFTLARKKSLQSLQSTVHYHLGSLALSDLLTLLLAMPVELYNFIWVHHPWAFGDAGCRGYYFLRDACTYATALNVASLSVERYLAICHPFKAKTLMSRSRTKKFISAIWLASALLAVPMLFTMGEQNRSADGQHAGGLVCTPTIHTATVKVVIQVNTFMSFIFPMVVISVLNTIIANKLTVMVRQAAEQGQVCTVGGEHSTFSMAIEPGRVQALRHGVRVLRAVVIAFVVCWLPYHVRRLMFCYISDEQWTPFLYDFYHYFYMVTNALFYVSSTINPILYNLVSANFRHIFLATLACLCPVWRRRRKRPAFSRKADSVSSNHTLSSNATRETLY
K1F lysis inhibition = inhibition of K1F phage lysis, E. coli UTI89, bacterial capsule biogenesis inhibitors, alamar blue (AID 488966); E. coli UTI89 K1F phage lysis, alamar blue, 2 h; higher % means a stronger effect; 340,000 tested, 0.02% active; inhibition, % at 100 µM, or IC50 in µM where a hit was titrated;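 active = phage lysis inhibition, versus mean bacterial control, above a set limit; inconclusive = no clear call, values can overlap the other calls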;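 note: capsule biogenesis inhibitors block K1F phage lysis so surviving cells raise fluorescence; higher fluorescence means more inhibition of phage lysis; actives were called in the ten point dose series up to 300 µM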
NS5 inhibitors = flavivirus cap methylation enzyme inhibition – biochemical, confirmation dose response, primary screen (AID 588689); Dengue-2 NS5 methyltransferase capping enzyme assay, biochemical; higher % means a stronger effect; inhibition, % at 25 µM; hits with a dose series show IC50 in µM; 340,000 tested, 0.3% active; in the data active = a potency from the dose series; inconclusive = inhibition above about 29% without an active follow-up result
West Nile virus CPE = West Nile virus antiviral activity, cell-based, CPE readout (AID 1621). West Nile virus-infected cells, CPE inhibition; higher % means a stronger effect. CPE inhibition, % at 10 µM, or IC50 in µM where a hit was titrated. 290,000 tested, 0.02% active; in the data active = a potency from the dose series; inconclusive = CPE inhibition mostly from about 3.7% at the one dose, without a potency; inactive = the rest, 99 in 100 with CPE inhibition below about 2.2%; note: strong numbers were not always called active
MgcRacGAP inhibition = MgcRacGAP GTPase-activating activity inhibitors, confirmation, biochemical, ADP Hunter fluorescence. one-dose inhibition, % at 30 µM; IC50 in µM for titrated hits. 340,000 tested, 0.6% active. MgcRacGAP-stimulated Rac1 GTP hydrolysis, ADP Hunter fluorescence; higher % means a stronger effect; GST-tagged Rac1 F28L mutant substrate;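 active = first-screen hits whose inhibition reached a set limit at any dose in the follow-up dose series; inconclusive = inhibition above the set first-screen limit but never retested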;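 note: fluorescence reports GDP produced by GAP-driven GTP hydrolysis; strong numbers were not always called active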
AID2073 = disruptors of CaV2.2 binding to Mint1 – biochemical, HTRF (AID 2073); HTRF protein-protein interaction, Mint1-CaV2.2; higher % means a stronger effect; inhibition, % at 20 µM; hits with a dose series show IC50 in µM; 290,000 tested, 0.19% active; in the data active = inhibition mostly above about 51%, no sharp cut-off; inconclusive = no clear call, values can overlap the other calls; inactive = mostly below about 53%; note: some results filed as inactive read as strong as hits
NTR1 agonist cell count 20 µM = recorded beside NTR1 agonist, whose call it bears; cell count; measured here: cell count, cytotoxicity flag
NS5 inhibitors pilot replicate = recorded beside NS5 inhibitors, whose call it bears; inhibition, %; measured here: pilot screen replicate inhibition
Numbers without * were called inactive; [ ] = remark or other dose.

Results for CCn1cc(/C=C(\NC(=O)c2ccc(OC)c(OC)c2)C(=O)NCCN2CCOCC2)c2ccccc21 ?
RSV antiviral HEp-2: 2.8%; Siah-1 displacement: 8.3%; SV40 large T antigen: 10.6%; NTR1 agonist: 0.1; K1F lysis inhibition: 0.4%; NS5 inhibitors: -20.1%; West Nile virus CPE: 0.0%; MgcRacGAP inhibition: 4.6%; AID2073: 7.6%; NTR1 agonist cell count 20 µM: 65

What do the screens show for `CN(C)c1ccc(NC(=O)c2cnsn2)cc1`?
RSV antiviral HEp-2: 4.9%; Siah-1 displacement: 2.3%; SV40 large T antigen: inconclusive; NTR1 agonist: 1.1; K1F lysis inhibition: -0.3%; NS5 inhibitors: -4.5%; West Nile virus CPE: 0.7%; MgcRacGAP inhibition: inconclusive; AID2073: -9.1%; NTR1 agonist cell count 20 µM: 71

How did O=C(NCc1ccccc1)c1ccc(-c2ccccc2F)o1 do in these assays?
RSV antiviral HEp-2: 6.6%; Siah-1 displacement: 4.9%; SV40 large T antigen: 0.0%; NTR1 agonist: -1.2; K1F lysis inhibition: -0.2%; NS5 inhibitors: -2.1%; West Nile virus CPE: 0.3%; MgcRacGAP inhibition: 16.2%; AID2073: 8.2%; NTR1 agonist cell count 20 µM: 60

How did COc1cccc(C(=O)OCC(=O)Nc2ccccc2N2CCOCC2)c1 do in these assays?
RSV antiviral HEp-2: 0.6%; Siah-1 displacement: -2.8%; SV40 large T antigen: -3.0%; NTR1 agonist: 2.3; K1F lysis inhibition: -0.2%; NS5 inhibitors: -7.1%; West Nile virus CPE: 0.3%; MgcRacGAP inhibition: 3.1%; AID2073: 8.4%; NTR1 agonist cell count 20 µM: 72

Results for O=c1c2sccc2nc(SCc2cc(=O)n3cc(Br)ccc3n2)n1Cc1ccccn1 ?
RSV antiviral HEp-2: 2.6%; Siah-1 displacement: 3.2%; SV40 large T antigen: -5.5%; NTR1 agonist: -1.2; K1F lysis inhibition: 3.4%; NS5 inhibitors: -6.7%; West Nile virus CPE: 0.5%; MgcRacGAP inhibition: 10.7%; AID2073: 28.8%; NTR1 agonist cell count 20 µM: 50

What do the screens show for `O=C1NC(Cc2c[nH]c3ccccc23)C(=O)N1c1ccc(F)cc1` (stereo not drawn)?
RSV antiviral HEp-2: 0.8%; Siah-1 displacement: -1.5%; SV40 large T antigen: 7.1%; NTR1 agonist: -0.3; K1F lysis inhibition: -0.5%; NS5 inhibitors: -11.8%; West Nile virus CPE: -0.2%; MgcRacGAP inhibition: -1.4%; AID2073: -1.6%; NTR1 agonist cell count 20 µM: 56

How did COc1nc(C)nc2c1sc(=S)n2C do in these assays?
RSV antiviral HEp-2: 1.6%; Siah-1 displacement: -4.5%; SV40 large T antigen: -0.1%; NTR1 agonist: 0.9; K1F lysis inhibition: 3.2%; NS5 inhibitors: -4.1%; West Nile virus CPE: 1.5%; MgcRacGAP inhibition: 6.8%; AID2073: -5.2%; NTR1 agonist cell count 20 µM: 65

What do the screens show for `COc1cc(SC)ccc1C(=O)N(Cc1ccccc1)c1ccccc1`?
RSV antiviral HEp-2: inconclusive; Siah-1 displacement: 25.2%; SV40 large T antigen: 11.3%; NTR1 agonist: 0.8; K1F lysis inhibition: -0.1%; NS5 inhibitors: 0.7%; West Nile virus CPE: -0.6%; MgcRacGAP inhibition: 1.2%; AID2073: 13.9%; NTR1 agonist cell count 20 µM: 64

Results for COC(=O)c1cncc(O)c1 ?
RSV antiviral HEp-2: 2.9%; Siah-1 displacement: -6.2%; SV40 large T antigen: -1.0%; NTR1 agonist: -0.2; K1F lysis inhibition: 0.1%; NS5 inhibitors: 9.1%; West Nile virus CPE: 0.2%; MgcRacGAP inhibition: -2.0%; AID2073: 10.5%; NTR1 agonist cell count 20 µM: 43

Results for Cn1c(=O)c(C(=O)CN2CCN(Cc3ccc4c(c3)OCO4)CC2)c(N)n(Cc2ccccc2)c1=O ?
RSV antiviral HEp-2: 1.9%; Siah-1 displacement: 3.9%; SV40 large T antigen: 1.6%; NTR1 agonist: 2.3; K1F lysis inhibition: 0.4%; NS5 inhibitors: -2.9%; West Nile virus CPE: -0.8%; MgcRacGAP inhibition: 2.6%; AID2073: 5.1%; NTR1 agonist cell count 20 µM: 54

Results for Cc1ccsc1C(=O)OCC(=O)N(C)c1c(N)n(Cc2ccccc2)c(=O)[nH]c1=O ?
RSV antiviral HEp-2: -1.4%; SV40 large T antigen: 9.5%; NTR1 agonist: -0.4; K1F lysis inhibition: -0.8%; NS5 inhibitors: -5.9%; MgcRacGAP inhibition: 1.8%; NTR1 agonist cell count 20 µM: 49

How did COc1ccc(CCNc2ncnc3sccc23)cc1OC do in these assays?
RSV antiviral HEp-2: -1.8%; Siah-1 displacement: 3.1%; SV40 large T antigen: 10.5%; NTR1 agonist: 0.2; K1F lysis inhibition: 0.2%; NS5 inhibitors: -6.1%; West Nile virus CPE: -1.1%; MgcRacGAP inhibition: 7.1%; AID2073: 18.1%; NTR1 agonist cell count 20 µM: 65

How did COc1cccc(CNC(=O)C2CC(=O)N(C3CCCCCCC3)C2)c1 (stereo not drawn) do in these assays?
RSV antiviral HEp-2: 7.2%; Siah-1 displacement: 0.0%; SV40 large T antigen: 4.6%; NTR1 agonist: 0.0; K1F lysis inhibition: 0.3%; NS5 inhibitors: -1.8%; West Nile virus CPE: -0.1%; MgcRacGAP inhibition: 18.8%; AID2073: 7.3%; NTR1 agonist cell count 20 µM: 58

Results for Cc1ccc(S(=O)(=O)NCCS(=O)(=O)N2CCN(c3ccc(F)cc3)CC2)cc1 ?
RSV antiviral HEp-2: 5.5%; SV40 large T antigen: 6.8%; NTR1 agonist: 2.7; K1F lysis inhibition: 1.2%[50 µM]; NS5 inhibitors: -5.1%; MgcRacGAP inhibition: 2.3%; NTR1 agonist cell count 20 µM: 54

How did N#CCSc1nnc(-c2ccccc2)c(-c2ccccc2)n1 do in these assays?
RSV antiviral HEp-2: 0.3%; Siah-1 displacement: -4.1%; SV40 large T antigen: 3.5%; NTR1 agonist: -0.1; K1F lysis inhibition: -0.1%; NS5 inhibitors: -1.4%; West Nile virus CPE: -0.7%; MgcRacGAP inhibition: 11.9%; AID2073: -7.3%; NTR1 agonist cell count 20 µM: 47

What do the screens show for `COCCNC(=O)/C(C#N)=C/C(C)=C/c1ccccc1`?
RSV antiviral HEp-2: -0.3%; Siah-1 displacement: -0.1%; SV40 large T antigen: -1.3%; NTR1 agonist: 0.4; K1F lysis inhibition: 0.8%; NS5 inhibitors: 0.0%; West Nile virus CPE: -0.4%; MgcRacGAP inhibition: -2.4%; AID2073: -5.1%; NTR1 agonist cell count 20 µM: 53

How did Cc1cc(C)cc(N2C(=O)C3CCCN3C2=S)c1 (stereo not drawn) do in these assays?
RSV antiviral HEp-2: -0.4%; Siah-1 displacement: 1.8%; SV40 large T antigen: -1.9%; NTR1 agonist: -0.8; K1F lysis inhibition: 1.8%; NS5 inhibitors: -7.9%; West Nile virus CPE: 0.1%; MgcRacGAP inhibition: 7.3%; AID2073: -15.8%; NTR1 agonist cell count 20 µM: 109

What do the screens show for `COCCSc1nc2c(c(=O)[nH]c(=O)n2C)n1CCCc1ccccc1`?
RSV antiviral HEp-2: 6.6%; Siah-1 displacement: 2.7%; SV40 large T antigen: 3.0%; NTR1 agonist: 0.1; K1F lysis inhibition: 0.0%; NS5 inhibitors: -8.5%; West Nile virus CPE: -0.7%; MgcRacGAP inhibition: 7.6%; AID2073: -29.8%; NTR1 agonist cell count 20 µM: 66

What do the screens show for `CCNc1nc(NC(C)C)nc(N(C#N)CCOc2ccccc2)n1`?
RSV antiviral HEp-2: 10.3%; Siah-1 displacement: -4.4%; SV40 large T antigen: 17.8%; NTR1 agonist: 1.8; K1F lysis inhibition: 2.7%; NS5 inhibitors: -12.4%; West Nile virus CPE: -0.4%; MgcRacGAP inhibition: -3.5%; AID2073: 2.8%; NTR1 agonist cell count 20 µM: 56

What do the screens show for `COC(=O)c1[nH]c(C)c(/C(O)=C2\C(=O)C(=O)N(CCCN3CCOCC3)C2c2ccccn2)c1C` (stereo not drawn)?
RSV antiviral HEp-2: 2.7%; Siah-1 displacement: 2.1%; SV40 large T antigen: 9.2%; NTR1 agonist: 0.7; K1F lysis inhibition: 3.9%; NS5 inhibitors: -10.6%; West Nile virus CPE: 0.0%; MgcRacGAP inhibition: 6.3%; AID2073: -20.6%; NTR1 agonist cell count 20 µM: 49

What do the screens show for `CCOC(=O)Cn1nc(C)c(NC(=O)COc2cccc(Cl)c2)c1C`?
RSV antiviral HEp-2: 1.6%; Siah-1 displacement: 9.2%; SV40 large T antigen: 2.7%; NTR1 agonist: -0.7; K1F lysis inhibition: 0.1%; NS5 inhibitors: -3.7%; West Nile virus CPE: -1.1%; MgcRacGAP inhibition: -1.0%; AID2073: 5.3%; NTR1 agonist cell count 20 µM: 41

Results for Cc1cc(NC(=O)COc2ccccc2)ccc1Cl ?
RSV antiviral HEp-2: 13.4%; Siah-1 displacement: -3.8%; SV40 large T antigen: 9.6%; NTR1 agonist: -0.4; K1F lysis inhibition: 0.2%; NS5 inhibitors: -6.5%; West Nile virus CPE: 0.1%; MgcRacGAP inhibition: -2.0%; AID2073: 7.0%; NTR1 agonist cell count 20 µM: 55; NS5 inhibitors pilot replicate: -2.4

Results for O=C(c1cccs1)N(Cc1ccc(Cl)cc1)C1CCS(=O)(=O)C1 (stereo not drawn) ?
RSV antiviral HEp-2: 0.9%; Siah-1 displacement: 3.9%; NTR1 agonist: 1.0; K1F lysis inhibition: 3.3%; NS5 inhibitors: 4.5%; West Nile virus CPE: 0.3%; MgcRacGAP inhibition: 7.6%; AID2073: 9.7%; NTR1 agonist cell count 20 µM: 52

Results for Cc1ccc(CC(=O)N2CCN(c3ccccn3)CC2)cc1 ?
RSV antiviral HEp-2: 1.8%; Siah-1 displacement: -0.6%; SV40 large T antigen: 8.8%; NTR1 agonist: 11.4; K1F lysis inhibition: 1.1%; NS5 inhibitors: 4.0%; West Nile virus CPE: 0.1%; MgcRacGAP inhibition: 8.1%; AID2073: 1.8%; NTR1 agonist cell count 20 µM: 81

What do the screens show for `CN(Cc1ccccc1)C(=O)C1CCN(S(=O)(=O)c2cc([N+](=O)[O-])ccc2Cl)CC1`?
RSV antiviral HEp-2: 1.6%; Siah-1 displacement: 6.1%; SV40 large T antigen: 8.8%; NTR1 agonist: 0.0; K1F lysis inhibition: -2.2%; West Nile virus CPE: 0.5%; MgcRacGAP inhibition: -3.9%; AID2073: 0.8%; NTR1 agonist cell count 20 µM: 89

What do the screens show for `O=C(CSc1n[nH]c(=O)n1-c1cccnc1)N1CCOCC1`?
RSV antiviral HEp-2: 0.1%; Siah-1 displacement: -0.6%; SV40 large T antigen: 6.2%; NTR1 agonist: 0.6; West Nile virus CPE: -0.2%; AID2073: -3.4%; NTR1 agonist cell count 20 µM: 46

From PubChem BioAssay
